Compound activity (PubChem BioAssay)
DUSP3 inh: inhibitors of human VHR1 phosphatase (DUSP3) | AID 1654 | actives 0.52% (n = 290,000) | inhibition, % at 13.3 µM | recombinant VHR phosphatase, pNPP absorbance | P51452; in the data active = inhibition above about 50%; also: some compounds called inactive have numbers as strong as hits
3CLpro inhibitor: SARS-CoV 3CLpro protease inhibition | AID 1706 | recombinant SARS-CoV 3CLpro, quenched FRET peptide cleavage | P0C6X7 | inhibition, % at 6 µM | actives 0.14% (n = 290,000); in the data active = inhibition above about 12%
Anthrax LF prot: anthrax lethal factor protease inhibition | inhibition, % at 10 µM | AID 588501 | actives 0.12% (n = 360,000) | multiplex microsphere protease cleavage assay, LF | P15917; in the data active = inhibition above about 30%; inconclusive = no clear call, values can overlap the other calls; also: plate controls were buffer without enzyme for full effect and enzyme alone for no effect
BH1578 lux ind: induces V. cholerae light production without autoinducers. AID 588436. V. cholerae BH1578 lux reporter, luminescence, 6 h. actives 0.16% (n = 350,000). activation, % at 18.7 µM; in the data active = activation mostly above about 9.7%, no sharp cut-off; inconclusive = no clear call, values can overlap the other calls; inactive = mostly below about 3.7%; also: not every result past the cut was called active; inactives centre near 0; reference of the scale not given here
MazEF act: increases E. coli MazEF RNase cleavage of RNA; FAM/BHQ RNA-DNA oligo cleavage fluorescence, 5 h; actives 0.32% (n = 350,000); activation, % at 20 µM; P0AE70; in the data active = activation above about 50%
PfHsp40 rescue: compounds rescuing yeast from Plasmodium falciparum HSP40 toxicity; S. cerevisiae expressing PfHsp40, growth rescue, ATP luminescence; growth rescue, % at 12.5 µM; actives 0.68% (n = 340,000); in the data active = growth rescue above about 28%, passing the limit was not always enough; inconclusive = no clear call, values can overlap the other calls;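 also: yeast W303a lacking pdr1 and pdr3 grown in galactose medium; growth measured after three days at 30 °C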
PriA SSB inh: K. pneumoniae PriA-SSBct interaction inhibition; inhibition, % at 33 µM; AlphaScreen SSBct-PriA binding, biotinylated peptide; actives 0.6% (n = 430,000); AID 1272365; in the data active = inhibition mostly above about 37%, no sharp cut-off; inactive = mostly below about 20%;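 also: plate controls were negative control peptide for no effect and reference peptide for full effect; strong numbers were not always called active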
TcdB inh: inhibitors of Clostridioides difficile toxin B glycohydrolase; P18177; actives 0.24% (n = 350,000); inhibition, % at 9.99 µM; TcdB glycohydrolase enzymatic assay, plate reader; AID 652162; in the data active = inhibition above about 10%
Target sequence (P18177 whole entry, looked up): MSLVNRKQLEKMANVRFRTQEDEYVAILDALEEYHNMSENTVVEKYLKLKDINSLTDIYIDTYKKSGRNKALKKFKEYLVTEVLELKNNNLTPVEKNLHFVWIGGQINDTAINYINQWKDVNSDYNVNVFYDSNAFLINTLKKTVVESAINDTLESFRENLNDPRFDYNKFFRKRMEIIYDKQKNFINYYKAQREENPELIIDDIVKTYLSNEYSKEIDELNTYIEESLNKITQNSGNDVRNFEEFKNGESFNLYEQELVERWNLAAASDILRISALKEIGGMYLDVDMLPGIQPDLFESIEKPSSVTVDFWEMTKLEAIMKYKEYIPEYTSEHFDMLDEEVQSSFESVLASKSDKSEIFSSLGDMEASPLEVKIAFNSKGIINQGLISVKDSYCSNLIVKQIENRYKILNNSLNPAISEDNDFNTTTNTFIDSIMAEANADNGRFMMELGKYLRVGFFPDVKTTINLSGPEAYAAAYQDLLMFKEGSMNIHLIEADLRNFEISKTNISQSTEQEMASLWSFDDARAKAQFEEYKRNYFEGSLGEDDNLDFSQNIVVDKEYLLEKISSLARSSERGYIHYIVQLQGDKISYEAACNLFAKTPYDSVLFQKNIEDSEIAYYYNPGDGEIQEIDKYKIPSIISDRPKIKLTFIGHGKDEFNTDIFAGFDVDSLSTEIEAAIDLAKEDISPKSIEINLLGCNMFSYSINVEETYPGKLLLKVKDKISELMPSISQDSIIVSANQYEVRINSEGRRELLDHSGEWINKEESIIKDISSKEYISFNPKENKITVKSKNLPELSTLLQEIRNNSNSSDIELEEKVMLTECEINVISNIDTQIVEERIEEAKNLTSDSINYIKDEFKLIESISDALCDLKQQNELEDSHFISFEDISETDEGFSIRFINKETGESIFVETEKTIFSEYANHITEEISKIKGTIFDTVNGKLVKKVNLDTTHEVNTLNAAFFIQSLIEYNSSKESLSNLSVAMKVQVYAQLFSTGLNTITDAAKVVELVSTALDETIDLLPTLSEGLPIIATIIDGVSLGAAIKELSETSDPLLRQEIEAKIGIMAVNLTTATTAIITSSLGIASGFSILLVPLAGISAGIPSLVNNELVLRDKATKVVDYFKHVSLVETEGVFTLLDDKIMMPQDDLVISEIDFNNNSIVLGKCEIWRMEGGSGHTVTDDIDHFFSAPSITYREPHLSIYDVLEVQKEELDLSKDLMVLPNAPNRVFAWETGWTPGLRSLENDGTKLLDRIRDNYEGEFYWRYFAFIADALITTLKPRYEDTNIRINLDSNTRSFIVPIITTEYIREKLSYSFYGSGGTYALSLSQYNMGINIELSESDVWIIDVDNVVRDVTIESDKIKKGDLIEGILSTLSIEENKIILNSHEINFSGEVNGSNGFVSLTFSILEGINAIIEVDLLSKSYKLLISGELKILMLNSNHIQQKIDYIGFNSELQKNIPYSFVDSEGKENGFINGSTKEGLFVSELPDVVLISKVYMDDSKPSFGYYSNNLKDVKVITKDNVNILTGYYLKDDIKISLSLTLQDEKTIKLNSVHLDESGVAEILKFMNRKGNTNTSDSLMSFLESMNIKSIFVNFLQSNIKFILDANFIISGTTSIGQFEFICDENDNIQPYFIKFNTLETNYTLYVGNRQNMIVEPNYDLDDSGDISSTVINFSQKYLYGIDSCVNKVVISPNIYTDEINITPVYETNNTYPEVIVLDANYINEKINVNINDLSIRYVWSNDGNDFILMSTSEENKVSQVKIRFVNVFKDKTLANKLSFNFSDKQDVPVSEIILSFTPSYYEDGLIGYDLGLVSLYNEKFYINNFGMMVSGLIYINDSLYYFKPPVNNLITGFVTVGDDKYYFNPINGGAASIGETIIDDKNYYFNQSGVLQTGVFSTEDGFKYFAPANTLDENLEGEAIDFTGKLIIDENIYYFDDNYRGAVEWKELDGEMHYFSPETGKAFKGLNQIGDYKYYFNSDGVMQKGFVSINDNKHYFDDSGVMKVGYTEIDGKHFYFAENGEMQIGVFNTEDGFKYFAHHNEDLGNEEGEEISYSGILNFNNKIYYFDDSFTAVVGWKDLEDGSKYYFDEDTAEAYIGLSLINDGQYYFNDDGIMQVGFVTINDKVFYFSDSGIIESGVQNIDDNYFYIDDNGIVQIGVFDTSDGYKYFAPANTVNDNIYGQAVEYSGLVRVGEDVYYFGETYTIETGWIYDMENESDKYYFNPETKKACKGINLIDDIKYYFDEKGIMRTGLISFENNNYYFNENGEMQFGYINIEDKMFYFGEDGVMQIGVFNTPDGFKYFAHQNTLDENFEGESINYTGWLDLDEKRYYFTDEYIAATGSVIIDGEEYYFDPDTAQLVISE
Yp Topo-I inh: blocks Yersinia pestis topoisomerase I activity. activity, % at 10 µM. actives 0.064% (n = 360,000). Y. pestis Topo-I cleavage product accumulation, plate reader. AID 504884; in the data active = activity above about 50%, passing the limit was not always enough; inconclusive = no clear call, values can overlap the other calls; also: inactives centre near 2
Rv3671c protease: inhibits the M. tuberculosis serine protease Rv3671c | P9WHR9 | inhibition, % at 5.96 µM | actives 0.048% (n = 320,000) | AID 2606; in the data active = inhibition above about 38%;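 also: extracellular domain of Rv3671c used as enzyme; 0% = enzyme with DMSO and 100% = no enzyme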
Starred values were filed as active, the others as inactive; i = inactive; ? = inconclusive; nt = no result given; & = joins results of further samples. The list is partial. The share of hits here may be higher or lower than overall.

Screens in order: DUSP3 inh, 3CLpro inhibitor, Anthrax LF prot, BH1578 lux ind, MazEF act, PfHsp40 rescue, PriA SSB inh, TcdB inh, Yp Topo-I inh, Rv3671c protease
1) CCCCCCCCC(=O)NC(NC(=S)N1CCOCC1)C(Cl)(Cl)Cl (centres undefined)
    18, 1, -7, -14, -2, 1.2, -1, nt, -1, -3
2) Cc1noc(C)c1C(=O)OCC(=O)Nc1ccc(S(N)(=O)=O)cc1
    nt, nt, -12, i, -1, -0.9, -8, 1.8, 9, 5
3) Cc1cc2cccc(C)c2nc1SCC(=O)NC1CCCCC1
    -4, -3, 5, -0.2, 4, -0.2, -11, 0.5, 6, 5
4) CN1CCN(S(=O)(=O)c2ccc(N(C)Cc3cccs3)nc2)CC1
    -1, 1, 7, -0.3, -3, 0.0, -8, nt, 0, -2
5) CCCCOC(=O)c1ccc(NC(=O)C(=O)NCc2cccnc2)cc1
    4, -1, -12, -0.2, -2, -0.6, -8, 1.2, 4, -3
6) CC(C)COCC(CN(Cc1ccccc1)c1ccccc1)N1CCCC1 (centres undefined)
    16, 5, -11, 8.3, 5, 1.6, 16, 0.3, 9, -3
7) Cc1cc(C)c2c(N)c(C(=O)N/N=C/c3ccccc3)sc2n1
    -4, -3, -1, i, 22, 4.5, i, 0.5, -11, 3
8) COc1cc(/C=C/[N+](=O)[O-])ccc1OC(=O)/C=C/c1ccc(F)cc1
    6, -1, 7, -0.7, 5, -0.4, -4, 4.2, -3, -4
9) Nc1c(-c2ccc(Cl)cc2)cnc2ncnn12
    10, -5, -1, i, -4, -0.4, -1, nt, 1, -5
10) CCOc1ccc(S(=O)(=O)NCCC(=O)NCc2ccc(OC)c(OC)c2)cc1
    nt, nt, 0, i, -3, 0.4, -12, 0.0, 1, -3
11) Cc1[nH]c2ccccc2c1CC(=O)O
    3, 4, 2, -0.2, 4, -1.0, -14, nt, -8, -9
12) COc1ccccc1N1CCN(CCCC(=O)c2ccc(F)cc2)CC1
    44, -6, -4, i, 1, -0.6, 1, 1.8, 9, -3
13) Cc1ccc2cc(C(c3nnnn3C3CCCC3)N3CCOCC3)c(=O)[nH]c2c1C (centres undefined)
    25, -3, 14, -0.3, 6, 1.0, 1, nt, -6, 2
14) CC1CN(c2nc3ccccn3c(=O)c2C=O)CC(C)O1 (centres undefined)
    -4, 3, -2, i, 4, 1.1, -3, 1.3, 8, 4
15) Cc1ccc(NC(=O)CS(=O)Cc2nc(-c3ccc(C)cc3)oc2C)cc1 (centres undefined)
    42, -3, -5, -0.1, -1, -0.4, -12, -0.4, 5, -1
16) CCc1ccc(/C=C(/C#N)C(N)=S)s1
    19, -1, 1, -0.2, -1, -1.3, -3, 0.1, -1, 1
17) CCOc1ccc2oc(C(=O)N3CCN(c4ccccn4)CC3)c(C)c2c1
    20, -2, -2, -1.7, -3, -1.2, -10, -0.7, 20, nt
18) ClC(Cl)=C(c1ccc(Cl)cc1)c1ccc(Cl)cc1
    nt, nt, -23, -0.3, -1, ?, -34, 0.9, 3, -5
19) CCc1cc(C(=O)N2CCCC(C(=O)c3ccc(C(F)(F)F)cc3)C2)n(C)n1 (centres undefined)
    -6, 0, 1, -0.3, 3, -1.0, -19, 1.4, 21, nt
20) CC(=O)c1cccc(-c2cnc3c(NC=O)cc(-c4cccc(C(=O)N(C)C)c4)cn23)c1
    nt, nt, 1, -1.1, nt, nt, nt, 5.7, 17, nt
21) CCOC(=O)Cc1csc(NC(=O)COc2ccccc2OCC)n1
    5, 0, -2, i, -2, 0.5, -34, nt, 17, 1
22) CCN(CC)C(=S)SC1CCCCN(C(=O)c2ccc(F)cc2)C1=O (centres undefined)
    20, 3, -4, -0.4, 7, 0.6, -16, -0.4, 35, -7
23) COc1cccc2c1OC1(C)CC2NC(=O)N1 (centres undefined)
    23, -1, nt, -0.2, 5, -0.1, -5, nt, -6, 1
24) O=C(Cn1cnc2nc3n(c2c1=O)CCC3)NCc1ccccc1
    -2, 0, 0, -0.1, -1, -0.1, 4, -0.3, -4, 3
25) O=C(CN1C(=O)c2ccccc2C1=O)Nc1cccc(O)c1
    2, 3, 2, -0.3, 6, 0.7, -1, 2.6, 3, 0
26) NCCN1C(=O)S/C(=C\c2ccc3c(c2)OCO3)C1=O
    -3, 0, 3, i, 1, -0.1, -10, 1.8, -6, 3
27) COc1cccc(Cn2cnc3c(NS(=O)(=O)c4cc(Cl)ccc4Cl)c(C)c(C)cc32)c1
    -5, 5, -14, -0.3, -3, 0.8, -3, nt, 10, -19
28) CCOC(=O)c1snc2c(=O)[nH]cnc12
    36, 0, -4, 1.8, -4, 0.1, -5, nt, 8, -4
29) COc1cc(OC)cc(C(=O)NC(C(=O)OCn2nnc3ccccc3c2=O)C(C)C)c1 (centres undefined)
    nt, nt, -9, i, 2, -0.8, -4, 1.7, 15, -4
30) CC(=O)Nc1nn(C)c2nc3ccc(C)cc3cc12
    11, 3, -24, i, 8, -0.8, -19, -0.6, -2, 3

3 structures already listed, ordered by molecular weight, smallest number first.
Screens in order: DUSP3 inh, 3CLpro inhibitor, Anthrax LF prot, BH1578 lux ind, MazEF act, PfHsp40 rescue, PriA SSB inh, TcdB inh, Yp Topo-I inh, Rv3671c protease
23) COc1cccc2c1OC1(C)CC2NC(=O)N1 (centres undefined)
    23, -1, nt, -0.2, 5, -0.1, -5, nt, -6, 1
12) COc1ccccc1N1CCN(CCCC(=O)c2ccc(F)cc2)CC1
    44, -6, -4, i, 1, -0.6, 1, 1.8, 9, -3
21) CCOC(=O)Cc1csc(NC(=O)COc2ccccc2OCC)n1
    5, 0, -2, i, -2, 0.5, -34, nt, 17, 1

Continued.
Screens in order: DUSP3 inh, 3CLpro inhibitor, Anthrax LF prot, BH1578 lux ind, MazEF act, PfHsp40 rescue, PriA SSB inh, TcdB inh, Yp Topo-I inh, Rv3671c protease
31) Cc1ccn2c(CNC(C)CCn3cccn3)c(C(=O)N3CCCCCC3)nc2c1 (centres undefined)
    18, 1, -3, -0.4, 3, 1.3, 1, 0.3, 6, -4
32) CCN(CC)S(=O)(=O)c1cccc(C(=O)NCCCN2CCOCC2)c1
    2, 2, -8, i, -3, 0.0, -5, nt, 9, 0
33) CCN(C[C@H]1N[C@@](CC)(C(=O)OC)[C@H]2C(=O)N(C)C(=O)[C@@H]12)C(=O)c1ccc(C(C)(C)C)cc1
    nt, nt, -9, -1.0, 3, -0.7, -8, -0.1, -3, 2
34) COc1ccccc1NS(=O)(=O)c1cc(NC(=O)c2ccco2)ccc1N1CCOCC1
    33, -3, -8, -0.3, -7, -0.3, -6, 0.6, 0, 3
35) CCc1nnc(NC(=O)c2nc(S(=O)(=O)Cc3ccc(C)cc3)ncc2Cl)s1
    -26, -5, nt, -0.2, 2, 0.3, -13, 0.1, 7, 5
36) CNc1cncc(-c2ccc(S(C)(=O)=O)cc2)n1
    nt, nt, -3, i, nt, nt, nt, 1.3, 5, nt
37) CCOC(=O)N1CCN(C(=O)COC(=O)c2ccc(Cl)nc2)CC1
    nt, nt, 4, i, 7, -1.4, -13, -0.8, -2, 8
38) O=C(CCCN1C(=O)/C(=C/c2cccs2)SC1=S)NNC(=O)c1ccccc1O
    -7, 2, 2, 0.7, 13, -0.5, -7, nt, 17, 22
39) CCC(C)c1ccccc1OCCCN(C)Cc1ccccc1 (centres undefined)
    14, 3, 6, 0.3, -7, 3.9, -22, 1.2, 38, 8
40) CCn1ncc(Br)c1C(=O)Nc1ccn(C23CC4CC(CC(C4)C2)C3)n1
    -2, 5, 0, i, -4, -0.4, 0, nt, 7, -7
41) CC1=C(C(=O)OCc2ccccc2)C(c2ccc(Br)cc2)NC(=O)N1CCCC(=O)O (centres undefined)
    13, 1, nt, nt, -1, nt, 6, 0.1, nt, 2
42) CCOC(=O)C1=C(C)N(C)C(C)=C(C(=O)OCC)C1c1ccc(Cl)cc1
    -7, -1, -1, i, 9, -0.3, -17, 1.1, -6, -9
43) COc1ccc(OC)c(/C=N/NC(=O)c2[nH]nc3c2CCc2ccccc2-3)c1
    -2, 4, -2, -5.6, 1, -1.1, nt, 0.5, -4, -9
44) CCC(NC(=O)Nc1cc(OC)c(OC)c(OC)c1)(C(F)(F)F)C(F)(F)F
    13, 1, -4, -0.2, 11, 0.6, -17, nt, -6, 9
45) Cc1ccc2c(c1)N(CC(=O)N1CCCC(C)C1)C(=O)CO2 (centres undefined)
    7, -1, -1, -0.3, 2, 0.3, 1, 0.3, -3, -5
46) O=C(CCN1N=C(c2ccccc2)CCC1=O)NC1CCCCC1
    nt, nt, 0, i, -1, nt, nt, 0.3, 4, nt
47) Cc1c(C(=O)O)cccc1[N+](=O)[O-]
    nt, nt, -8, -0.3, 3, -1.7, 4, 0.0, 1, 4
48) COC(=O)c1ccc(CSc2ccc3nnc(-c4cccc(F)c4)n3n2)o1
    36, 3, -10, -0.1, -9, 0.2, -7, 0.6, 7, 0
49) O=C(CN1C(=O)NC2(CCCCCC2)C1=O)Nc1ccc(OC(F)(F)F)cc1
    nt, nt, -5, 0.5, 2, nt, nt, -0.4, 6, nt
50) CCn1cc(C(=O)NCCc2ccc(OC)c(OC)c2)c(=O)c2cc(S(=O)(=O)N3CCOCC3)ccc21
    -7, -2, 0, i, 1, -1.7, -16, -13, 14, -20
51) CC(NC(=O)c1ccc(CS(=O)(=O)Cc2ccccc2F)o1)c1ccc2c(c1)OCCO2 (centres undefined)
    4, -3, -1, nt, -3, 0.0, -7, nt, 3, -2
52) O=C(COc1ccc(Br)cc1)Nc1ccc(C(=O)Nc2ccccc2C(=O)O)cc1
    1, 6, -1, -0.2, 9, -0.9, -10, 0.8, -6, -11
53) COc1cccc(CN(C)C(=O)c2ccc(NS(=O)(=O)c3ccc4[nH]c(=O)[nH]c4c3)cc2)c1OC
    21, -2, -1, i, 2, -1.0, -6, 1.1, 0, 3
54) COc1ccc(C2=NCC(=S)Nc3ccc(Cl)cc32)cc1OC
    nt, nt, 6, -0.4, 4, -0.8, -11, -0.1, 10, 8
55) NC(=O)c1ccsc1NC(=O)c1ccco1
    0, -5, 1, -0.3, 4, 0.6, -18&-6, 2.0, -1, -10
56) O=C(/C=C/c1ccc(Cl)cc1)NCCSc1ccccc1
    14, -2, -4, -1.4, -3, 1.3, -12, nt, 15, -6
57) Cc1c(Cl)c([N+](=O)[O-])nn1CCCC(=O)O
    -24, -1, -2, -0.4, 8, 0.6, -2, 4.1, -11, -4
58) c1ccc(Nc2ccc(Nc3ccccc3)cc2)cc1
    nt, nt, -5, -0.3, -14, 0.5, 28, -2.0, -6, 11
59) C/C(=N\Nc1ccc(C(=O)O)cc1)c1ccc(Br)cc1
    10, 5, -1, i, -8, 0.4, nt, -0.5, 1, -3
60) O=C(NCc1ccc(F)cc1)c1cnc(Cl)c(Cl)c1
    -19, -2, 0, -0.3, 5, ?, -8, 1.3, 4, -5
